p53ts 32C tox = p53ts cell cytotoxicity, permissive temperature; H1299-p53A138V at 32C, ATP luminescence viability, 24 h; Potency, µM (titrated, usually from 46.1 µM), inactives show top-dose activity change, negative = cytotoxicity, usual class: cytotoxic; 0.93% of 130,000 active; AID 924;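 note: 0% = DMSO and -100% = full killing by reference compound; nearly all actives have a fitted effect of over 55% in size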
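H1299-p53 A138V cells (temperature-sensitive p53) exposed 24 h to up to 46 uM compound at 32C, where p53 is wild-type in conformation. Viability read as ATP luminescence and normalised to DMSO and 100 uM tamoxifen. AC50 fitted with the Hill equation.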
Imprint erasure = induces erasure of genomic imprints in mouse ES cells | Potency, µM (highest dose often 60.7 µM), without a hit: at the highest dose activity change, positive = activation, most hits filed as activators | mouse ES Peg3-LacZ reporter, beta-gal luminescence, 40 h | 0.02% of 110,000 active | AID 1948;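 note: 0% = negative control wells on the plate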
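Gelatin-coated wells received 300 freshly trypsinized female ES cells with a Peg3LacZ-Neo reporter on the maternal allele, then incubated 40 hours at 37C. BetaGlo was added for 5 minutes at room temperature before a single luminescence read.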
IkB signaling = inhibitors of IkB signaling in ABC-DLBCL cells | ABC-DLBCL IkBa-CBG/CBR dual luciferase ratio, 4 h; response scale: scaled: untreated 0%, proteasome inhibitor 100% | Potency, µM (highest dose often 57.1 µM), for inactives: at the top dose IkBa stabilization activation | 0.04% of 110,000 active; active = well fitted curve in the direction sought with a large enough effect in the signal ratio, not every such curve was filed as active; inconclusive = small, poorly fitted or top-dose-only effect, or a change in a side signal; the % refers to the signal ratio;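 note: the direction sought is a rising ratio; 0% = basal untreated cells and 100% = reference inhibitor full response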
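Luminescence ratio of IκBα-fused green versus native red beetle luciferase in OCI-Ly3 cells, 4 h post-doxycycline with compound; red signal alone, scaled from basal (0%) to zero light (-100%), flagged nonspecific or cytotoxic effects.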
p53ts 39C tox = cytotoxicity in p53ts cells at nonpermissive temperature; H1299-p53A138V viability at 39C, ATP luminescence, 24 h; Potency, µM (highest dose often 46.1 µM), inactives show at the highest dose activity change, negative = cell killing, usual class: cytotoxic; 1.5% of 130,000 active; AID 902; note: nearly all actives have a fitted effect of over 55% in size
* marks the source's active call; other numbers are inactive results; u = inconclusive; x = not tested or not shown; & = joins results of further samples; [ ] = dose if it differs, or a comment. Unless noted, calls come from the whole dose curve; as a rule, active = well fitted curve in the direction sought with a large enough effect; inconclusive = small, poorly fitted or top-dose-only effect, or another doubt; inactive = no such curve, though single readings can be large; an effect the other way counts as inactive or inconclusive. Unless noted, % is set by controls: 0 for no effect and ±100 for the full control effect; potency is the fitted concentration of half-maximal effect.

nr	structure	p53ts 32C tox	Imprint erasure	IkB signaling	p53ts 39C tox
1	Cc1ccc(C(C)C)c(OCC(=O)Nc2nc3c(s2)CCCC3)c1	u	-7.9%[10.9 µM]	u	-3.7%
2	CC1(C(=O)NCC2CC2)C=CC2(CCCCC2)N1C(=O)c1ccccc1 (stereo not drawn)	-7.5%	-9.9%	x	-4.4%
3	CCOc1ccc(NC(=O)CSC2=Nc3ccccc3C3=NC(Cc4ccccc4)C(=O)N23)cc1 (stereo not drawn)	19.0%	-10.1%[10.9 µM]	-1.4%	5.5%
4	O=C(Nc1ccccc1)Nc1ccc(Br)cc1F	-7.1%	x	x	-2.3%
5	Cc1nc(N2CCN(S(=O)(=O)c3cccc4nonc34)CC2)c2c3c(sc2n1)CCCC3	0.6%	-4.5%	0.4%	-1.9%
6	COc1ccc(OCCCC(=O)N2CCCc3ccccc32)cc1	7.2%	-14.0%	0.5%	2.2%
7	CCC(C)NC(=O)Cn1ccc2cc(S(=O)(=O)N3CCCCCC3)ccc21 (stereo not drawn)	8.2%	17.7%[10.9 µM]	1.4%	-8.3%
8	COc1cc(OC)nc(NC2OC(=O)c3ccccc32)n1 (stereo not drawn)	-4.2%	-1.1%	-1.8%	6.3%
9	O=C1C(c2ccc(F)cc2)N(Cc2ccc3c(c2)OCO3)C(=O)CN1C1CCCC1 (stereo not drawn)	8.8%	-17.8%	0.3%	-1.3%
10	O=C(NC1=NCCS1)c1ccc(OCC2CCCO2)cc1 (stereo not drawn)	u	-37.5%[inhibitor]	-3.4%	u
11	O=C(c1cccc(C(F)(F)F)c1)N1CCCC1	-1.4%	14.9%	-0.1%	1.3%
12	COc1nc(-c2ccccc2)ccc1-c1noc(-c2ccc(F)cc2)n1	2.9%	-0.6%	-0.5%	6.7%
13	COc1ccccc1NC(=O)Cn1c(C)cc(C)c(C#N)c1=O	-13.9%	-14.1%[10.9 µM]	-0.3%	21.4%
14	Cn1c2c(c(=O)n(C)c1=O)C(CC(=O)Nc1ccccc1)C(=O)N2 (stereo not drawn)	2.5%	10.7%	-1.3%	8.3%
15	Cc1ccc(S(=O)(=O)CC(=O)Nc2nc3c(C)cc(C)cc3s2)cc1	0.6%	2.3%[10.9 µM]	u	-14.3%
16	O=C(c1ccco1)N1CCC2(CC1)CN(c1ccc(-c3ccccc3)cc1)C2	0.5%	x	12.8%[11.4 µM]	-5.9%
17	COCc1oc2ccc(NS(=O)(=O)c3ccc(C)cc3)cc2c1C(=O)OC	10.6%	-27.0%[10.9 µM]	u	-12.0%
18	CCOc1ccc(CNC(=O)c2ccc(NC(=O)c3nsc4ccccc34)cc2)cc1	-25.5%	-10.2%[10.9 µM]	u	-28.5%
19	NCC1O[C@@H](O[C@@H]2C(O)[C@H](O[C@H]3OC(CO)C(O)C(N)C3O)[C@@H](N)C[C@H]2N)C(N)C(O)C1O (stereo partly drawn)	-2.9%	-12.5%	x	-4.7%
20	COc1ccc(S(=O)(=O)NC(C)C)cc1-n1cnnn1	-3.1%	-12.6%[10.9 µM]	-0.1%	-31.1%
21	COC(=O)C1=C(N)OC2=C(C(=O)CCC2)C1c1cccs1 (stereo not drawn)	6.8%	-4.3%	0.9%	-7.2%
22	COc1cccc(C2N(c3ccc(Cl)cc3)C(=O)C3CCCN32)c1 (stereo not drawn)	4.3%	-24.9%	-0.4%	17.8%
23	Cc1ccc(OCc2nc(C#N)c(NCc3ccco3)o2)cc1	-0.4%	u	3.4%	-9.1%
24	CCC(C)NC(=O)CN1C(=O)c2cccnc2Oc2ccc(C)cc21 (stereo not drawn)	6.5%	-3.8%[10.9 µM]	0.4%	-16.6%
25	COc1ccc(C)cc1N(C)C(=O)c1c(C)oc2ncnc(N3CCOCC3)c12	4.6%	-6.8%[10.9 µM]	u	-12.4%
26	CCOC(=O)OCC1OC(C#Cc2ccc(F)cc2F)C=CC1OC(=O)OCC (stereo not drawn)	1.0%[9.22 µM]	x	x	4.5%[9.22 µM]
27	O=C(CSc1nnc(-c2cccnc2)n1-c1ccccc1)Nc1ccccc1	-2.1%	x	x	-0.8%
28	CC(=O)c1ccc(NC(=O)C2CCN(c3nnc(C)c4c(C)n(-c5ccccc5)nc34)CC2)cc1	u	18.7%[10.9 µM]	-2.3%	-27.5%
29	CCc1ccc(CNC(=O)CN2C(=O)CCn3nc(-c4cn(C)c5ccccc45)cc32)cc1	-4.5%	9.6%[10.9 µM]	u	-10.6%
30	Cc1onc(-c2ccccc2Cl)c1C(=O)N(C)C1CCCCC1	6.8%	-11.9%	3.0%	5.6%

The closing two entries of the section before lead into the next:
nr	structure	p53ts 32C tox	Imprint erasure	IkB signaling	p53ts 39C tox
29	CCc1ccc(CNC(=O)CN2C(=O)CCn3nc(-c4cn(C)c5ccccc45)cc32)cc1	-4.5%	9.6%[10.9 µM]	u	-10.6%
30	Cc1onc(-c2ccccc2Cl)c1C(=O)N(C)C1CCCCC1	6.8%	-11.9%	3.0%	5.6%
31	CCOCCCn1c(=N)c(C(=O)NCC2CCCO2)cc2c(=O)n3cccc(C)c3nc21 (stereo not drawn)	6.1%	-2.1%[10.9 µM]	u	13.5%
32	CN1CCc2c(sc3c2C(=O)NC(c2cn(Cc4ccccc4)c4ccccc24)N3)C1 (stereo not drawn)	1.4%	-15.8%	3.2%	-6.8%
33	COc1ccc(N2CCN(c3ccc(NC(=O)c4ccc5c(c4)OCO5)cc3C#N)CC2)cc1	-5.5%	1.4%	-0.4%	2.4%
34	COc1ccc(-n2c(=O)c3ccccc3n(Cc3cccc(C)c3)c2=O)cc1	10.0%	4.1%[10.9 µM]	-1.2%	23.2%
35	CCOC(=O)c1[nH]c2c(c1Cc1ccccc1C)C(=O)CC(c1ccccc1)C2 (stereo not drawn)	25.1%	-15.5%[10.9 µM]	u	18.8%
36	CCOc1ccc(Cn2c(CNS(=O)(=O)c3ccc(CC)cc3)nc3cccnc32)cc1	4.4%	-5.0%[10.9 µM]	-0.3%	-23.3%
37	O=C(CN1CCN(S(=O)(=O)c2ccccc2)CC1)Nc1ccccc1C(=O)c1ccccc1	-26.8%	x	x	-9.3%
38	CC(=O)c1ccc(N2CCN(C(=O)c3cc4c(=O)n(C)c5ccccc5c4n3C)CC2)cc1	-2.3%	-9.8%	1.8%	-2.4%
39	CS(=O)(=O)N1CCC2(CC1)CN(c1ccncc1)C2	-15.6%	x	0.2%[11.4 µM]	8.7%
40	CCCc1nc2scc(-c3ccccc3)c2c(=O)n1N	-0.5%	-16.4%	-4.9%	-2.1%
41	Cc1nc(SCCOc2ccccc2F)[nH]c(=O)c1Cc1ccccc1	5.3%	-8.7%[10.9 µM]	-1.5%	-6.8%
42	N[C@@H](C(=O)O)c1ccc(O)c(C(=O)O)c1	4.1%	-4.4%	0.6%	-11.2%
43	COc1ccc(/C(O)=C2/C(=O)C(=O)N(CC3CCCO3)C2c2cccc(OC)c2)cc1 (stereo not drawn)	6.7%	-8.8%	0.3%	16.6%
44	CCc1nnc(NC(=O)c2ccc(S(=O)(=O)N3CCN(Cc4ccccc4)CC3)cc2)s1	-3.4%	1.8%	0.7%	-4.2%
45	Cc1cc(Nc2ccccc2)nc(-c2ccccc2O)n1	-12.0%	-20.5%	-0.4%	0.2%
46	CCOC(=O)c1sc2nc(N3CCCC3)c3c(c2c1N)CC(C)(C)OC3	10.3%	-5.0%	0.0%	8.9%
47	CCOC(=O)N1CCN(C(=O)c2ccc(S(=O)(=O)c3ccc(C)cc3)c(NC(C)=O)c2)CC1	-3.8%	13.8%	-0.6%	4.7%
48	COc1ccc(C(=O)N2CCC3(CCCN(Cc4nccs4)C3)CC2)cc1	-0.7%	x	-2.5%[11.4 µM]	6.4%
49	COc1cc(S(=O)(=O)NCCN2CCOCC2)c(OC)cc1Cl	-5.6%	-5.7%	-0.9%	5.8%
50	CCOc1ccccc1NC(=O)N1CCCn2nc(C)cc21	-4.0%	-4.5%[10.9 µM]	u	-1.4%
51	Cc1noc(C)c1CSc1nc2[nH]ncc2c(=O)n1-c1ccccc1	1.7%	-20.1%	4.2%	-0.3%
52	Cc1ccc(S(=O)(=O)c2cn(CC(=O)Nc3ccccc3)c3cc4c(cc3c2=O)OCO4)cc1	4.1%	-11.1%[10.9 µM]	u	3.2%
53	C=CCNc1nc(N2CCOCC2)nc(N2CCOCC2)n1	5.2%	x	x	6.3%
54	Cc1ccc(C(=O)N2CCN(C(=O)c3ccc(C)c(C)c3)C(C)C2)cc1C (stereo not drawn)	-13.7%	-9.6%	0.0%	-7.8%
55	CCOc1ccc(CCNC(=O)c2ccc(-c3nc(CSc4ccc(C)cc4)c(C)o3)cc2)cc1	1.8%	6.8%[10.9 µM]	-0.5%	5.5%
56	Cc1ccc(S(=O)(=O)NC(CC(=O)NCC2CCCO2)c2ccco2)cc1 (stereo not drawn)	-6.1%	-8.9%	0.1%	-13.8%
57	COc1ccc(CNc2ccc(C)cc2)cc1Br	11.4%	x	x	8.2%
58	CCOC(=O)C1CCCN(CC(=O)Nc2c(C(=O)OC)[nH]c3ccc(C)cc23)C1 (stereo not drawn)	-3.8%	-13.0%	1.4%	-2.5%
59	Clc1ccccc1-c1nc(Nc2ccncc2)c2ccccc2n1	-1.8%	-11.6%	-4.0%[11.4 µM]	-13.8%
60	O=C(Cn1cnc2c(nnn2Cc2ccc(Cl)cc2)c1=O)N1CCN(c2ccccc2)CC1	-12.5%	-13.5%	1.3%	-0.7%
61	O=C(NCCC1=CCCCC1)C1CCCN(S(=O)(=O)c2cnc[nH]2)C1 (stereo not drawn)	-1.3%	1.9%	1.3%	1.6%
62	Cc1cc(C)n2nc(SCC(=O)Nc3ccccc3)nc2n1	6.2%	-1.3%[10.9 µM]	-3.3%	19.5%
63	CCc1cc2c(=O)c(-c3nc4ccccc4[nH]3)coc2c(CN2CCCC(C)C2)c1O (stereo not drawn)	1.1%	-7.5%	5.4%	5.7%
64	CCc1cc2c(cc3c(=O)n(CC(=O)N4CCCCC4)ncn32)s1	16.5%	u	1.6%	-20.8%
65	CCN1CCCC1CNC(=O)Cn1cccc1C(=O)c1ccccc1 (stereo not drawn)	1.8%	-18.9%	2.1%	-4.8%
66	O=C(CCCCCN1C(=O)c2ccccc2C1=O)NCc1ccco1	-2.9%	-8.3%	-1.8%	-3.2%
67	Cc1cc(Cl)cc2c1NC(=O)[C@]21[C@@H]2C(=O)N(Cc3ccccc3)C(=O)[C@@H]2[C@@H]2CCCN21	43.5%[activator]	-7.3%	u	14.4%
68	COc1ccc(N(CC(=O)N2CC=C(c3ccccc3)CC2)S(=O)(=O)c2c(C)noc2C)cc1	-1.8%	-16.5%	1.0%	5.9%
69	COc1cc(C2C3=C(CC(C)(C)CC3=O)Nc3c2c(=O)[nH]c(=O)n3Cc2ccccc2)ccc1O (stereo not drawn)	10.4%&6.8%	18.1%&17.7%	0.6%&1.2%	7.4%&3.2%
70	CCC(=O)N1c2ccccc2CC1C(=O)NCCc1ccc(OC)cc1OC (stereo not drawn)	8.6%	-14.1%[10.9 µM]	u	-1.1%
71	CCc1ccc(NC(=O)c2cc3c([nH]c2=O)CC(C)(C)CC3=O)cc1	0.8%	21.6%[10.9 µM]	1.4%	-2.6%
72	Cc1cccc(-c2c3c(=O)n(C)c(=O)n(C)c3c3cccnn23)c1	5.5%	-4.4%	-1.5%	-1.7%
73	CCS(=O)(=O)N1CCN(CC2CC3C=CC2C3)CC1 (stereo not drawn)	-0.8%	-7.7%	3.8%	3.0%
74	CCOc1cc2sc(N3CCC(C(=O)Nc4ccccc4C(=O)OC)CC3)nc2cc1Br	-0.1%	-7.8%[10.9 µM]	u	-12.5%
75	COc1ccc(CNC(=O)C(C)Sc2nc(-c3ccccc3)cc(C(F)(F)F)n2)cc1 (stereo not drawn)	1.1%	-8.7%[10.9 µM]	-1.7%	-8.1%
76	COc1ccc(C)cc1NC(=O)C1CCC(CNS(=O)(=O)c2ccc3c(c2)CCCC(=O)N3)CC1 (stereo not drawn)	-0.9%	-17.5%[10.9 µM]	u	u

Screening results (PubChem BioAssay)
